C diff HTS: C. difficile growth inhibition | Clostridium difficile clinical isolate growth, OD600, 24 h; stronger effect = lower value | growth activity, negative = inhibition, % at 16 µg/mL (by protocol) | hit rate 0.25% among 86,000;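 active = mean growth activity at or below -80% and every replicate also at or below -80%; inconclusive = mean at or below -80% but some replicate above -80%; inactive = mean growth activity above -80%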;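 note: 0% = DMSO wells and -100% = levofloxacin 16 µg/mL wells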
KDM4C inh: KDM4C (human) demethylase inhibition. Q9H3R0. hit rate 0.15% among 96,000. GST-KDM4C 2-372, H3K9me3 peptide, LANCE TR-FRET. inhibition, % at 12.5 µM;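 active = mean replicate inhibition above about 25%, with at least 55% of replicates also reaching it, limit read from the data, passing the limit was not always enough; inconclusive = only one of those two conditions met; inactive = neither condition met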
Target sequence (Q9H3R0 2-372 limits assumed): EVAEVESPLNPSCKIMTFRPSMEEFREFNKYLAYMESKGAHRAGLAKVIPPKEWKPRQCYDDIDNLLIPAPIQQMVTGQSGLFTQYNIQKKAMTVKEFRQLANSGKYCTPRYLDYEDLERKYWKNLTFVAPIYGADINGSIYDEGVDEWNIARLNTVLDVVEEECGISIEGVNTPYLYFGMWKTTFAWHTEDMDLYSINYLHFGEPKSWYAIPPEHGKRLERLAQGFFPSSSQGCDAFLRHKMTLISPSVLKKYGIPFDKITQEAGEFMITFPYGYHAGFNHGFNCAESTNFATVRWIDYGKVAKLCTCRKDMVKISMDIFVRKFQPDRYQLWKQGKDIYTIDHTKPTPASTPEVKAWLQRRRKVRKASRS
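Material: GST-tagged GASC-1 (JMJD2C) catalytic fragment, aa 2-372. Input: enzyme final amount 10 nM. Medium: HEPES buffer, pH 7.5, plus ascorbate. Reagent: H3K9me3 peptide substrate, Fe(II), 2-oxoglutarate. Doses: single dose. Times: reaction 30 min RT, detection step 1 h RT. Measured by: LANCE TR-FRET. Evaluation: Fall in 671/618 emission ratio as inhibition.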
T cruzi growth: blocks T. cruzi growth in NIH3T3 culture. AID 624255. inhibition, % at 8.34 µM. T. cruzi beta-gal in NIH3T3, GalScreen luminescence, 90 h. hit rate 5.9% among 77,000;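 active = mean inhibition above about 93%, with at least 55% of replicates each passing it, limit read from the data, passing the limit was not always enough; inconclusive = only one of those two conditions holds; inactive = neither condition holds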
Pf Dd2 inh: blocks growth of Plasmodium falciparum Dd2 parasites; activity change, % at 10 µM; P. falciparum Dd2 growth, SYBR Green, 72 h; stronger effect = lower value; hit rate 2.3% among 94,000; in the data active = activity change below about -80%; inconclusive = no clear call, values can overlap the other calls
* hit, by the source's call; ? = inconclusive; / = not tested or not shown.

SMILES | C diff HTS | KDM4C inh | T cruzi growth | Pf Dd2 inh
CCCN1C[C@H](C)[C@H](OC)CN(C)C(=O)c2cc(NS(=O)(=O)CC)ccc2OC[C@H]1C | -2 | 1.0 | -7 | 10
Cc1ccc(S(=O)(=O)Nc2ccc3c(c2)C(=O)N([C@H](C)CO)C[C@H](C)[C@@H](CN(C)C(=O)c2ccccc2)OCCCC[C@H](C)O3)cc1 | 6 | 2.0 | 29 | -13
Cc1noc(C)c1NC(=O)N[C@@H]1C=C[C@H](CC(=O)N2CCCCC2)O[C@@H]1CO | 1 | 1.0 | 3 | 20
O=C(C[C@H]1CC[C@@H]2[C@H](COC[C@H](O)CN2Cc2ccncc2)O1)NCc1ccncc1 | / | 12 | -15 | -31
O=C(O)C[C@H]1C[C@H]2c3cc(NC(=O)Cc4ccncc4)ccc3O[C@H]2[C@@H](CO)O1 | 7 | 4.0 | / | 18
C[C@@H]1CN([C@H](C)CO)C(=O)c2cc(C#Cc3ccccc3F)cnc2O[C@@H]1CN(C)C(=O)C1CCC1 | 0 | -1.5 | 69 | -46
C[C@@H]1CN([C@H](C)CO)C(=O)Cc2cc(NS(=O)(=O)c3ccc(Cl)cc3)ccc2O[C@@H]1CN(C)Cc1ccc(C(=O)Nc2ccccc2N)cc1 | 11 | 4.6 | / | -85*
C[C@@H]1CN([C@H](C)CO)C(=O)c2cc(-c3ccccc3)cnc2O[C@@H]1CN(C)C(=O)Nc1ccccc1 | -5 | 0.5 | 11 | 11
Cn1cnc(CCNC(=O)C[C@@H]2CC[C@H]3[C@@H](COC[C@H](O)CN3C(=O)Nc3ccccc3)O2)c1 | -3 | 1.0 | -5 | 16
Cc1noc(C)c1NC(=O)Nc1cccc2c1O[C@@H](CN(C)C(=O)Nc1ccc(F)cc1)[C@H](C)CN([C@H](C)CO)C2=O | / | 1.6 | -70 | 24
COc1ccc(NC(=O)Nc2ccc3c(c2)C(=O)N([C@@H](C)CO)C[C@@H](C)[C@H](CN(C)CC2CCCCC2)OCCCC[C@@H](C)O3)cc1 | 3 | -0.1 | ? | -73
O=C(Nc1ccc2c(c1)[C@@H]1C[C@H](CC(=O)N3CCOCC3)O[C@H](CO)[C@@H]1O2)c1ccc2c(c1)OCO2 | 2 | -1.0 | 53 | 38
O=C(C[C@H]1CC[C@H](NS(=O)(=O)c2ccc(F)cc2)[C@H](CO)O1)N1CCc2ccccc2C1 | -1 | 3.1 | 4 | 0
C/C=C/c1cnc2c(c1)C(=O)N([C@H](C)CO)C[C@H](C)[C@H](CN(C)C(=O)c1cccc(F)c1)O2 | -2 | 13 | / | 10
C[C@@H]1CN([C@H](C)CO)C(=O)Cc2cc(N(C)C)ccc2O[C@H]1CN(C)Cc1ccc(-c2ccccc2)cc1 | -2 | 3.1 | / | 2
COc1ccc2c3c(n(C)c2c1)[C@@H](CO)N(Cc1nccs1)CC31CCN(C(C)=O)CC1 | 5 | 0.5 | / | -15
C/C=C/c1ccc2c(c1)O[C@@H](CN(C)C(=O)NCCC)[C@@H](C)CN([C@H](C)CO)S2(=O)=O | 1 | -0.7 | / | -11
O=C(C[C@@H]1C=C[C@@H](NC(=O)Nc2ccccc2F)[C@H](CO)O1)NCc1ccc(F)cc1 | 0 | 0.9 | -20 | -16
CC(=O)N1[C@H](CO)[C@H](c2ccc(-c3cccc(F)c3)cc2)[C@@H]1CNC(=O)C1CC1 | -7 | 1.7 | 25 | 10
C[C@@H]1CCCCO[C@H](CN(C)C(=O)Nc2ccccc2)[C@@H](C)CN([C@H](C)CO)C(=O)c2cc(NS(=O)(=O)c3ccccc3)ccc2O1 | / | -1.8 | / | -14
Cc1ccc(S(=O)(=O)N(C)C[C@@H]2Oc3ccc(NS(=O)(=O)c4ccc(F)cc4)cc3C(=O)N([C@@H](C)CO)C[C@@H]2C)cc1 | 7 | 0.0 | 17 | -27
CO[C@@H]1CN(C)C(=O)c2ccc(NC(=O)C3CCCC3)cc2OC[C@@H](C)N(CCC(F)(F)F)C[C@@H]1C | -7 | -0.8 | -13 | -26
O=C(N[C@@H]1CC[C@H](CC(=O)N2CCN(c3ccccc3)CC2)O[C@H]1CO)c1ccccc1 | / | 1.1 | 49 | 4
O=C(C[C@@H]1C=C[C@H](NC(=O)C2CCOCC2)[C@H](CO)O1)Nc1ccc(-c2ccccc2)cc1 | / | -1.3 | 32 | 33
CCCC(=O)Nc1ccc2c(c1)OC[C@H](C)N(Cc1ccc(F)cc1)C[C@H](C)[C@H](OC)CN(C)C2=O | -3 | 1.3 | / | -24

Four entries from above, with tabs:
Molecule	C diff HTS	KDM4C inh	T cruzi growth	Pf Dd2 inh
Cn1cnc(CCNC(=O)C[C@@H]2CC[C@H]3[C@@H](COC[C@H](O)CN3C(=O)Nc3ccccc3)O2)c1	-3	1.0	-5	16
Cc1noc(C)c1NC(=O)Nc1cccc2c1O[C@@H](CN(C)C(=O)Nc1ccc(F)cc1)[C@H](C)CN([C@H](C)CO)C2=O	/	1.6	-70	24
COc1ccc(NC(=O)Nc2ccc3c(c2)C(=O)N([C@@H](C)CO)C[C@@H](C)[C@H](CN(C)CC2CCCCC2)OCCCC[C@@H](C)O3)cc1	3	-0.1	?	-73
O=C(Nc1ccc2c(c1)[C@@H]1C[C@H](CC(=O)N3CCOCC3)O[C@H](CO)[C@@H]1O2)c1ccc2c(c1)OCO2	2	-1.0	53	38

Next section.
SMILES | C diff HTS | KDM4C inh | T cruzi growth | Pf Dd2 inh
C[C@@H]1CN([C@H](C)CO)C(=O)c2cc(C#Cc3ccccc3F)cnc2O[C@H]1CN(C)C(=O)c1ccc2c(c1)OCO2 | 6 | 0.8 | 79 | -86*
CC=Cc1ccc2n(c1=O)C[C@H]1[C@H](CO)[C@@H](C(=O)NCC)[C@@H]2N1C(=O)c1ccc(F)cc1 (mixture of isomers) | 1 | -0.8 | 13 | 13
CS(=O)(=O)Nc1ccc2c(c1)[C@H]1C[C@@H](CC(=O)N3CCc4ccccc4C3)O[C@H](CO)[C@H]1O2 | -7 | 2.7 | / | -1
C[C@@H]1CN([C@H](C)CO)C(=O)c2cc(NC(=O)CCCCCC(=O)Nc3ccccc3N)ccc2O[C@@H]1CN(C)C(=O)Nc1ccc2c(c1)OCO2 | -5 | -1.5 | 33 | -3
CN1[C@@H]2CN(C(=O)c3ccc(F)cc3)c3ccccc3[C@@H]2[C@@H]1CO | 0 | -0.8 | -2 | -3
COc1ccc2c3c(n(C)c2c1)[C@@H](CO)N(CC1CC1)CC31CN(C(=O)Nc2ccccc2)C1 | -1 | 0.1 | / | -62
COc1ccc2c3c(n(C)c2c1)[C@@H](CO)N(C)CC31CN(S(=O)(=O)c2cccs2)C1 | 10 | -0.8 | / | 11
CC(C)NC(=O)N(C)C[C@H]1Oc2c(NS(=O)(=O)c3ccccc3)cccc2C(=O)N([C@@H](C)CO)C[C@H]1C | -1 | -0.1 | -8 | 5
O=C(NCC[C@H]1CC[C@H](NC(=O)C2CCC2)[C@@H](CO)O1)c1cc(Cl)cc(Cl)c1 | 1 | 0.5 | / | 21
Cc1noc(C)c1NC(=O)Nc1ccc2c(c1)CC(=O)N([C@H](C)CO)C[C@@H](C)[C@@H](CN(C)Cc1ccncc1)O2 | 3 | 1.2 | 21 | 4
COCC(=O)N(C)C[C@H]1Oc2ncc(C#CC(C)(C)O)cc2C(=O)N([C@H](C)CO)C[C@H]1C | 1 | 0.0 | -80 | 22
C[C@@H]1CN([C@@H](C)CO)C(=O)c2cc(-c3cncnc3)cnc2O[C@@H]1CN(C)Cc1ccc(Oc2ccccc2)cc1 | -2 | ? | / | 11
COc1ccccc1C#Cc1ccc([C@@H]2[C@@H](CO)N3CCCCN(C(=O)C4CC4)C[C@@H]23)cc1 | -5 | / | 89 | 4
C[C@H]1CN([C@@H](C)CO)C(=O)c2cc(C3=CCCCC3)cnc2O[C@@H]1CN(C)C(=O)c1cccnc1 | -5 | 3.1 | / | -9
COc1ccc2c3c(n(C)c2c1)[C@H](CO)NCC31CN(C(=O)Nc2ccc(F)cc2F)C1 | 1 | -0.7 | / | -13
CN(C)CC(=O)N1[C@H](C#N)[C@H](c2ccc(C#CC3CCCCC3)cc2)[C@@H]1CO | 4 | 0.1 | 93 | -33
CNC[C@H]1Oc2ccc(NC(=O)NC(C)C)cc2C(=O)N([C@@H](C)CO)C[C@@H]1C | 3 | -0.9 | -9 | -3
CO[C@H](CN(C)Cc1ccc(-c2ccccn2)cc1)[C@H](C)CN(C(=O)Nc1ccc(F)cc1)[C@@H](C)CO | / | 2.8 | 94 | -33
COc1ccc(NC(=O)N(C)C[C@H]2Oc3ccc(NS(=O)(=O)c4cccs4)cc3CC(=O)N([C@H](C)CO)C[C@@H]2C)cc1 | -5 | -1.0 | 18 | 13
CCCNC(=O)N1[C@H](CO)[C@@H](c2ccccc2)C12CN(CCC(F)(F)F)C2 | -1 | -1.1 | / | 11
C[C@H](NC(=O)C[C@H]1C=C[C@H](NC(=O)CN2CCOCC2)[C@@H](CO)O1)c1ccccc1 | / | -2.1 | 25 | 21
CCNC(=O)C[C@H]1CC[C@@H](NC(=O)NC2CCCCC2)[C@H](CO)O1 | 3 | 4.6 | -44 | 8
CO[C@@H]1CN(C)C(=O)c2ccc(NS(=O)(=O)c3cccc(F)c3)cc2OC[C@H](C)N(C(=O)Cc2cccnc2)C[C@H]1C | -2 | -2.7 | / | 5
C[C@H]1CN([C@@H](C)CO)C(=O)c2cccc(NC(=O)C3CC3)c2O[C@H]1CN(C)C(=O)NC1CCCCC1 | 16 | 0.2 | 47 | 33
CN(C)CC#Cc1ccc([C@@H]2[C@@H](CO)N3C(=O)CN(C(=O)c4ccc(F)cc4)C[C@H]23)cc1 | -3 | 1.1 | / | 25

Laid out differently: entries from further up
compound	C diff HTS	KDM4C inh	T cruzi growth	Pf Dd2 inh
COc1ccc2c3c(n(C)c2c1)[C@@H](CO)N(C)CC31CN(S(=O)(=O)c2cccs2)C1	10	-0.8	/	11
CC(C)NC(=O)N(C)C[C@H]1Oc2c(NS(=O)(=O)c3ccccc3)cccc2C(=O)N([C@@H](C)CO)C[C@H]1C	-1	-0.1	-8	5
O=C(NCC[C@H]1CC[C@H](NC(=O)C2CCC2)[C@@H](CO)O1)c1cc(Cl)cc(Cl)c1	1	0.5	/	21

The list continues:
SMILES | C diff HTS | KDM4C inh | T cruzi growth | Pf Dd2 inh
C[C@H](CO)N1C[C@H](C)[C@H](CN(C)Cc2ccccc2)OCCCC[C@H](C)Oc2ccc(NS(=O)(=O)c3ccc(Cl)cc3)cc2C1=O | 6 | -0.8 | 107* | -27
COc1ccc(S(=O)(=O)Nc2ccc3c(c2)C(=O)N([C@@H](C)CO)C[C@@H](C)[C@H](CN(C)C(=O)c2ccccc2)OCCCC[C@H](C)O3)cc1 | 3 | 1.1 | 30 | -20
N#C[C@H]1[C@@H](c2ccccc2-c2ccccc2F)[C@H](CO)N1C(=O)C1CCC1 | 2 | -0.9 | / | -17
C[C@@H]1CN([C@@H](C)CO)C(=O)c2cc(NS(=O)(=O)c3cccs3)ccc2O[C@@H](C)CCCCO[C@@H]1CN(C)C(=O)Nc1ccccc1 | -3 | -1.3 | 16 | /
Cc1ccc(-c2cnc3c(c2)C(=O)N([C@@H](C)CO)C[C@H](C)[C@H](CN(C)Cc2ccccc2C(=O)O)O3)cc1 | 0 | 1.8 | 10 | 17
C[C@@H]1CN([C@H](C)CO)C(=O)c2cc(-c3cccnc3)cnc2O[C@@H]1CN(C)C | -4 | 1.0 | 6 | 32
C[C@@H]1CN([C@H](C)CO)S(=O)(=O)c2ccc(C#Cc3ccccc3)cc2O[C@@H]1CN(C)C | 9 | -0.8 | 28 | -65
COc1ccc(S(=O)(=O)N(C)C[C@@H]2Oc3c(NC(=O)Nc4ccccc4)cccc3C(=O)N([C@H](C)CO)C[C@H]2C)cc1 | / | -1.9 | 15 | -9
CCCN1C[C@H](C)[C@H](OC)CN(C)C(=O)c2cc(NC(=O)CC)ccc2OC[C@@H]1C | / | -1.4 | -30 | /
CO[C@H]1CC[C@H]2CCN(C)C(=O)[C@H](C)[C@@H](OC)CN(C)C(=O)c3cccc(C#N)c3OC[C@H]1O2 | / | -0.1 | -19 | 30
COc1ccc(-c2cnc3c(c2)C(=O)N([C@@H](C)CO)C[C@H](C)[C@@H](CN(C)C(=O)Cc2ccccn2)O3)cc1 | -7 | 6.5 | 8 | -29
O=C(N[C@H]1C=C[C@@H](CC(=O)N2CCc3ccccc3C2)O[C@@H]1CO)C1CCC1 | -1 | 0.4 | / | -13
CCS(=O)(=O)NCC[C@H]1CC[C@H](NC(=O)Cc2ccccn2)[C@@H](CO)O1 | / | 1.5 | 3 | 21
C[C@@H]1CCCCO[C@H](CN(C)Cc2ccc(C(=O)O)cc2)[C@@H](C)CN([C@@H](C)CO)C(=O)c2cc(NC(=O)c3ccccc3)ccc2O1 | 4 | -0.1 | 21 | 8
C[C@H](CO)N1C[C@H](C)[C@H](CN(C)C(=O)Cc2ccccc2)Oc2cc(C3=CCCCC3)ccc2S1(=O)=O | 7 | -1.8 | 37 | -44

From PubChem

Random draw from the library. About 7% of those tested had a hit in this group.
